Screening results as filed in PubChem.
EPAC2 agonist: activates human EPAC2 exchange factor; Q8WZA2; EPAC2 activation, biochemical qHTS; response scale: 100% = 6.5 mM cAMP response; Potency, µM (doses to about 154 µM), for the others: at the highest dose activation, most hits filed as activators; 360,000 compounds, 0.079% hits; AID 720711; note: potency is the fitted concentration of half-maximal effect; nearly all actives have a fitted effect of over 50% in size
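qHTS, titration series. 100 nM EPAC2 / 250 nM Rap1B-BODIPY-GDP / 50 uM GDP; RT; ex 480/em 540 nm, 5-min reads to 30 min. Norm. to 6.5 mM cAMP = activation.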
EPAC1 antag: EPAC1 (human) antagonism. EPAC1 GEF assay, Rap1b-BODIPY-GDP exchange fluorescence. Potency, µM (doses to about 115 µM), for the others: at the highest dose activity change, negative = inhibition, actives largely listed as inhibitors. O95398. 360,000 compounds, 0.14% hits;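 note: potency is the fitted concentration of half-maximal effect; plate controls were vehicle for no effect and positive control for full effect; nearly all actives have a fitted effect of over 50% in size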
WRN helicase inh: blocks human WRN helicase; Q14191; WRN helicase unwinding, fluorescent forked duplex, kinetic; Potency, µM (top dose mostly 114 µM), for inactives: at the top dose activity change, negative = inhibition, usual class: inhibitors; 360,000 compounds, 0.46% hits; AID 651768; note: potency is the fitted concentration of half-maximal effect; % is set by controls: 0 for no effect and ±100 for the full control effect; nearly all actives have a fitted effect of over 55% in size
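Kinetic fluorescence helicase assay: unwinding of a quenched forked DNA duplex (100 nM final) with 2 mM ATP final raises red fluorescence (525/598 nm). Compounds sat 15 min at room temperature with 20 nM WRN beforehand.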
PLK1 PBD block: inhibitors of human PLK1 polo-box domain binding. P53350. Plk1 PBD binding of FITC phosphopeptide, fluorescence polarization. Potency, µM, inactives show max response, negative = inhibition, hits mostly inhibitors. 360,000 compounds, 2.8% hits. AID 720504; note: potency is the fitted concentration of half-maximal effect; series mostly up to about 57 µM; % is set by controls: 0 for no effect and ±100 for the full control effect; nearly all actives have a fitted effect of over 65% in size
Target sequence (P53350 whole entry, looked up, the tested form may be a part): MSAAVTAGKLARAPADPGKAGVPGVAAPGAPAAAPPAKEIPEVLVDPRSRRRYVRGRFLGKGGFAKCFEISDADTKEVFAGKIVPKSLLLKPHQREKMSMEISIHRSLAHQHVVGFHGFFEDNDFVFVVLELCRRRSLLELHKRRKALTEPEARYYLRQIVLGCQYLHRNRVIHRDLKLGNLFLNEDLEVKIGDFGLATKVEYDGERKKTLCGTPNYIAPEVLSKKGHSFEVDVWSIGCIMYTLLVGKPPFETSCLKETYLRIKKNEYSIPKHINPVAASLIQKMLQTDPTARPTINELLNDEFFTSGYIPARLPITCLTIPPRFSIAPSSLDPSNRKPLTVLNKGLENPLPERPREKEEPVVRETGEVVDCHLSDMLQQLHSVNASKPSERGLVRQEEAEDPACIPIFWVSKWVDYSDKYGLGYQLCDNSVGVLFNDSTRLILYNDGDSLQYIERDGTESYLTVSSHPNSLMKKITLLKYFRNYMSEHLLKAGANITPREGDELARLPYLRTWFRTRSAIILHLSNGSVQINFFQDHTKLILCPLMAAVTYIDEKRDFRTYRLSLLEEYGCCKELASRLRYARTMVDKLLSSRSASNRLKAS
EPAC1 agonist: activates human EPAC1 exchange factor. EPAC1 agonist qHTS, biochemical assay; response scale: 100% = response to 6.5 mM cAMP. O95398. 360,000 compounds, 0.073% hits. Potency, µM (series often up to 154 µM), for the others: at the top dose activation, usual class: activators. AID 720707; note: potency is the fitted concentration of half-maximal effect; nearly all actives have a fitted effect of over 60% in size
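EPAC1 100 nM, Rap1B–BODIPY-GDP 250 nM, unlabeled GDP 50 uM; compound titration; 5 min RT; kinetic read ex480/em540 at 5-min intervals ×30 min; data normalized to 6.5 mM cAMP agonist control.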
PI5P4K alpha inh: PI5P4K alpha (human) kinase inhibition; P48426; PI5P4Kalpha enzyme, ADP-Glo luminescence, 60 min; stronger effect = lower value; max response, %; 330,000 compounds, 1.2% hits; active = max response of -50% or lower; inconclusive = between -30% and -50%; inactive = -30% or higher; note: value at the top dose of about 77 µM; % is set by controls: 0 for no effect and ±100 for the full control effect
Target sequence (P48426 whole entry, looked up): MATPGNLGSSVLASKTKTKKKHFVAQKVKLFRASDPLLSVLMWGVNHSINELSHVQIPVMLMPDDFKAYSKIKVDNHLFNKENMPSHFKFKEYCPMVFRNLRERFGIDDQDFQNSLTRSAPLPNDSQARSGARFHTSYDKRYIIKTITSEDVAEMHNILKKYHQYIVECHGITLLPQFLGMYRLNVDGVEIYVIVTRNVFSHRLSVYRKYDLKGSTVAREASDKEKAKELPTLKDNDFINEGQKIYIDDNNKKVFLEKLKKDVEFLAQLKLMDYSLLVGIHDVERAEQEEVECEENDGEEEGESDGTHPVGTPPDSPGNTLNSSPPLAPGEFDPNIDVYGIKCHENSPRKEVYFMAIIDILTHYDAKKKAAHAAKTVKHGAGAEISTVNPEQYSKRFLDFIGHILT
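Quantitative HTS of the MLSMR library against PI5P4Kalpha with substrate. ATP added last at 5 microM final; room temperature, 60 minutes. Remaining ATP depleted, ADP converted and read as luminescence.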
IL-2 act: activates IL-2 in a cell-based reporter assay | IL-2 activation reporter assay, cell-based qHTS; stimulated with anti-CD3/CD4/CD28 beads; in transgenic mouse T cells | activation, % (series mostly up to about 46 µM) | 360,000 compounds, 0.065% hits | AID 652025; in the data active = activation above about 50%; inconclusive = mostly about 30% to 49%; note: 0% is about no effect
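EGFP and DsRed fluorescence is measured by plate cytometry in unstimulated transgenic mouse T cells exposed to compound for 60 minutes, then stimulated 18 hours at 37 degrees C with anti-CD3/anti-CD4 beads plus anti-CD28.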
CCT chaperon mod: modulators of cytosolic chaperonin (CCT/TRiC) activity. purified chaperonin ATPase assay, HTRF ADP detection, 30 min. activity change, % (no concentration beside the values), hits read low. 360,000 compounds, 0.3% hits; in the data active = activity change below about -30%; note: % is set by controls: 0 for no effect and ±100 for the full control effect
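We incubate TRiC, 40 or 20 nM final, with library compounds at 76 uM and 10 uM ATP for 30 min at 37 °C. ADP formed is detected with Transcreener HTRF reagents after 30 min at room temperature.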
Starred values were filed as active, the others as inactive. Unless noted, calls come from the whole dose curve; as a rule, active = well fitted curve in the direction sought with a large enough effect; inconclusive = small, poorly fitted or top-dose-only effect, or another doubt; inactive = no such curve, though single readings can be large; an effect the other way counts as inactive or inconclusive. These rows are one share of the data, so the mix of outcomes need not match the whole.

Cc1ccn2cc(C(=O)Nc3nnc(C)s3)nc2c1 was read as EPAC2 agonist -5%, EPAC1 antag 3%, WRN helicase inh -8%, PLK1 PBD block 3%, EPAC1 agonist -7%, IL-2 act 0.9 and CCT chaperon mod -2.8.
COc1ccc(OCC#CCn2ccnc2)cc1 was read as EPAC2 agonist 1%, EPAC1 antag -18%, WRN helicase inh -10%, PLK1 PBD block -15%, EPAC1 agonist -1%, PI5P4K alpha inh 6, IL-2 act 4.9 and CCT chaperon mod 0.1.
Cc1cccc(C(=O)N2CCN(c3ccc(N4CCOCC4)nn3)CC2)c1 was read as EPAC2 agonist 11%, EPAC1 antag 3%, WRN helicase inh -4%, PLK1 PBD block -6%, EPAC1 agonist 2%, PI5P4K alpha inh 4, IL-2 act 0.3 and CCT chaperon mod 1.2.
Screening CCOC(=O)c1ccc(NC(=O)c2ccc(NS(C)(=O)=O)cc2)cc1 returned EPAC2 agonist -1%, EPAC1 antag 3%, WRN helicase inh -9%, PLK1 PBD block 1%, EPAC1 agonist 9%, IL-2 act 5.8 and CCT chaperon mod 2.6.
O=C(N/N=C/c1cc(Br)cc([N+](=O)[O-])c1O)c1ccc(NC(=O)c2ccc(F)cc2)cc1 was read as EPAC2 agonist -6%, EPAC1 antag -33%, WRN helicase inh -4%, PLK1 PBD block inconclusive, EPAC1 agonist 4%, PI5P4K alpha inh -16, IL-2 act -1.8 and CCT chaperon mod -2.9.
Screening Cc1ccc(S(=O)(=O)N(C)C)cc1NC(=O)c1cc(-c2ccncc2)nc2ccccc12 returned EPAC2 agonist 0%, EPAC1 antag -20%, WRN helicase inh 0%, PLK1 PBD block -4%, EPAC1 agonist -18%, PI5P4K alpha inh -13, IL-2 act -0.1 and CCT chaperon mod 1.6.
For CC(C)Oc1cccc(-c2nnc(SCC(=O)Nc3ccc4c(c3)OCCO4)n2N)c1 the results were EPAC2 agonist -3%, EPAC1 antag 5%, WRN helicase inh -13%, PLK1 PBD block -19%, EPAC1 agonist 3%, IL-2 act -2.1 and CCT chaperon mod 1.0.
`c1ccc(-c2cnnc3ccccc23)cc1` gave EPAC2 agonist -2%, EPAC1 antag -3%, WRN helicase inh -5%, PLK1 PBD block 1%, EPAC1 agonist 4%, PI5P4K alpha inh inconclusive, IL-2 act 0.0 and CCT chaperon mod -0.3.
COc1cccc(C(=O)COc2cccc(NC(=O)c3ccco3)c2)c1 was read as EPAC2 agonist 5%, EPAC1 antag -16%, WRN helicase inh 9%, PLK1 PBD block -12%, EPAC1 agonist 5%, PI5P4K alpha inh 1, IL-2 act -0.4 and CCT chaperon mod -4.1.
For CCCCOC(=S)NC(=O)c1sc2ccccc2c1Cl the results were EPAC2 agonist 18%, EPAC1 antag -13%, WRN helicase inh -2%, PLK1 PBD block inconclusive, EPAC1 agonist 6%, PI5P4K alpha inh -8, IL-2 act -1.5 and CCT chaperon mod -1.9.
CCn1c(SCC(=O)Nc2cc(C)on2)nnc1-c1cccc(C)c1 was read as EPAC2 agonist 6%, EPAC1 antag -12%, WRN helicase inh 3%, PLK1 PBD block -2%, EPAC1 agonist 5%, PI5P4K alpha inh 2, IL-2 act 0.5 and CCT chaperon mod 0.9.
For Cc1cc(=O)[nH]c(SCC(=O)N2C(C)CCCC2C)n1 (configuration not stated) the results were EPAC2 agonist 0%, EPAC1 antag 10%, WRN helicase inh -9%, PLK1 PBD block -9%, EPAC1 agonist -2%, PI5P4K alpha inh 5, IL-2 act 0.7 and CCT chaperon mod 2.5.
`O=C(NN1CCOCC1)c1ccc(Cl)c([N+](=O)[O-])c1` gave EPAC2 agonist 7%, EPAC1 antag -4%, WRN helicase inh 3%, PLK1 PBD block -7%, EPAC1 agonist -2%, PI5P4K alpha inh 10, IL-2 act 1.1 and CCT chaperon mod -4.2.
COc1ccc(NS(=O)(=O)c2c(C)[nH]c(=O)[nH]c2=O)c(OC)c1 was read as EPAC2 agonist -1%, EPAC1 antag -2%, WRN helicase inh 7%, PLK1 PBD block 1%, EPAC1 agonist -5%, IL-2 act 5.4 and CCT chaperon mod -1.0.
CCNC(=O)Nc1ccccc1C(=O)OC was read as EPAC2 agonist 4%, EPAC1 antag 8%, WRN helicase inh 2%, PLK1 PBD block -6%, EPAC1 agonist 7%, PI5P4K alpha inh -2, IL-2 act 0.3 and CCT chaperon mod -1.0.
`O=C(CSc1nncn1-c1ccccc1F)NC1CCCCC1` gave EPAC2 agonist 17%, EPAC1 antag 3%, WRN helicase inh -1%, PLK1 PBD block -1%, EPAC1 agonist 10%, PI5P4K alpha inh -6, IL-2 act -2.4 and CCT chaperon mod 1.1.
COCC(C)n1c(C)cc(C(=O)COC(=O)CNC(=O)c2ccccc2)c1C (configuration not stated) was read as EPAC2 agonist 2%, EPAC1 antag 12%, WRN helicase inh 6%, PLK1 PBD block inconclusive, EPAC1 agonist -3%, PI5P4K alpha inh 3, IL-2 act -0.3 and CCT chaperon mod -1.4.
`O=C(Cn1nnc(-c2ccccc2NC(=O)C2CC2)n1)NC1CCCCC1` gave EPAC2 agonist 10%, EPAC1 antag -1%, WRN helicase inh -5%, PLK1 PBD block -11%, EPAC1 agonist 14%, IL-2 act -2.5 and CCT chaperon mod -3.4.
Screening COCCCNC(=O)c1cn(C)c(=O)c2cc(OC)c(OC)cc12 returned EPAC2 agonist 13%, EPAC1 antag -3%, WRN helicase inh -9%, PLK1 PBD block -4%, EPAC1 agonist 8%, IL-2 act -1.5 and CCT chaperon mod -0.5.
For CCOC(=O)C1CCN(S(=O)(=O)c2c(C(=O)N3CCCCC3)c(C)n(C)c2C)CC1 the results were EPAC2 agonist 1%, EPAC1 antag -20%, WRN helicase inh 1%, PLK1 PBD block -8%, EPAC1 agonist 0%, PI5P4K alpha inh -6, IL-2 act -1.1 and CCT chaperon mod -0.4.
Nc1ncnc2sc3c(c12)CCNC3 was read as EPAC2 agonist 3%, EPAC1 antag 1%, WRN helicase inh 7%, PLK1 PBD block -8%, EPAC1 agonist 14%, PI5P4K alpha inh 3, IL-2 act -3.7 and CCT chaperon mod 0.4.
CCOC(=O)CC(=O)CSc1nnc(Cn2c(=O)sc3ccccc32)n1C was read as EPAC2 agonist -1%, EPAC1 antag -5%, WRN helicase inh -5%, PLK1 PBD block -23%, EPAC1 agonist 7%, IL-2 act 2.8 and CCT chaperon mod -4.3.
For O=S(=O)(/N=C(/c1ccccc1)N1CCCCC1)c1ccccc1 the results were EPAC2 agonist -2%, EPAC1 antag 6%, WRN helicase inh -2%, PLK1 PBD block -8%, EPAC1 agonist 3%, PI5P4K alpha inh -3, IL-2 act -0.3 and CCT chaperon mod -0.5.
For O=C(COC(=O)CNC(=O)c1ccc(F)cc1)NC1CCCc2ccccc21 (configuration not stated) the results were EPAC2 agonist 7%, EPAC1 antag -5%, WRN helicase inh -3%, PLK1 PBD block -8%, EPAC1 agonist 5%, PI5P4K alpha inh 5, IL-2 act -0.6 and CCT chaperon mod -2.4.
Screening Cc1ccc2nc(C)c(C(=O)N/N=C/c3cccs3)n2c1 returned EPAC2 agonist 12%, EPAC1 antag 2%, WRN helicase inh -2%, PLK1 PBD block -14%, EPAC1 agonist 13%, PI5P4K alpha inh -7, IL-2 act 0.4 and CCT chaperon mod -2.8.
Screening CC(=O)c1c(C)oc2c1cc(O)c1ccccc12 returned EPAC2 agonist 9%, EPAC1 antag -6%, WRN helicase inh 0%, PLK1 PBD block -3%, EPAC1 agonist -2%, PI5P4K alpha inh 2, IL-2 act -1.0 and CCT chaperon mod 1.2.
For O=C(Nc1ccccc1N1CCCCC1)c1ccc([N+](=O)[O-])o1 the results were EPAC2 agonist 4%, EPAC1 antag -8%, WRN helicase inh -2%, PLK1 PBD block -3%, EPAC1 agonist -1%, PI5P4K alpha inh 3, IL-2 act -7.0 and CCT chaperon mod -0.1.
Screening C[C@H](CO)N1C[C@H](C)[C@@H](CN(C)Cc2ccc(C(=O)O)cc2)OCc2cnnn2CCCC1=O returned EPAC2 agonist 8%, EPAC1 antag -12%, WRN helicase inh 8%, PLK1 PBD block -18%, EPAC1 agonist -17%, PI5P4K alpha inh 1, IL-2 act -1.7 and CCT chaperon mod 0.4.
Screening O=C(Nc1ccc(S(=O)(=O)N2CCN(c3ccccc3)CC2)cc1)c1cccs1 returned EPAC2 agonist 16%, EPAC1 antag -14%, WRN helicase inh -18%, PLK1 PBD block -8%, EPAC1 agonist 18%, IL-2 act -1.4 and CCT chaperon mod -1.1.
Screening CCN1CCN(C(c2ccc(F)cc2)c2nnnn2Cc2ccc3c(c2)OCO3)CC1 (configuration not stated) returned EPAC2 agonist 10%, EPAC1 antag inconclusive, WRN helicase inh 8%, PLK1 PBD block -5%, EPAC1 agonist 8%, PI5P4K alpha inh 3, IL-2 act 1.9 and CCT chaperon mod -0.9.
Screening CCC/C=C/c1ccc(CN2C(C(C)C)C(=O)N(Cc3cn(CCOCOC)nn3)CCS2(=O)=O)cc1 (configuration not stated) returned EPAC2 agonist 23%, EPAC1 antag 14%, WRN helicase inh 0%, PLK1 PBD block -8%, EPAC1 agonist 3%, PI5P4K alpha inh 5, IL-2 act -0.5 and CCT chaperon mod -2.1.
For CCN(CC)S(=O)(=O)c1ccc(N2CCN(c3ccccc3O)CC2)nc1 the results were EPAC2 agonist 1%, EPAC1 antag 2%, WRN helicase inh -2%, PLK1 PBD block 7%, EPAC1 agonist 9%, PI5P4K alpha inh 0, IL-2 act 0.0 and CCT chaperon mod -0.5.
